TEAD-YAP block = TEAD-YAP interaction inhibition; HEK-TIYL cells, TEAD-Gal4/YAP UAS-luciferase luminescence; AID 1259422; inhibition, % at 9.12 µM; 640,000 tested, 1.4% active; in the data active = inhibition above about 32%;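 note: 0% = median of test compound wells and 100% = reference inhibitor wells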
GPR151 activ = activates the human receptor GPR151; Q8TDV0; PathHunter beta-arrestin GPR151 cells, luminescence; activation, % at 11.2 µM; 650,000 tested, 1% active; AID 1508602; in the data active = activation above about 4.9%;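 note: 0% = median of compound wells and 100% = cells with positive control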
Target sequence (Q8TDV0 whole entry, looked up): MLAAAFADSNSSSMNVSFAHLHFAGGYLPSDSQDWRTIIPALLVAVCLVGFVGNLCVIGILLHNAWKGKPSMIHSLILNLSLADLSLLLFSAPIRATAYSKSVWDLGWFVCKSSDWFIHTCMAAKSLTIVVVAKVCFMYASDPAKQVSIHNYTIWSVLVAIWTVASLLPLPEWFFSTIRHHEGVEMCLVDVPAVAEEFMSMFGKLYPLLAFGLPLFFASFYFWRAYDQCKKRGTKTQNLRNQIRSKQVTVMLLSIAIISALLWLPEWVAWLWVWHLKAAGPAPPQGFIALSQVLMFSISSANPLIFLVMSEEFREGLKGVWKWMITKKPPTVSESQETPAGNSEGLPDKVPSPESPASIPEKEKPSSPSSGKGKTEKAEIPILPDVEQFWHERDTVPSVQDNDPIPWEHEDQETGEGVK
MITF inh = human MITF inhibition, primary screen; AlphaScreen MITF homodimerization, bead proximity signal; inhibition, % at 2.6 µM; 650,000 tested, 0.91% active; AID 1259374; in the data active = inhibition above about 50%;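 note: 0% = vehicle wells with protein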
FBW7 activator = activators of human E3 ligase FBW7. Q969H0. AlphaScreen FBW7–phospho-cyclin E peptide binding, activator screen. normalized activity (activation), % at 26.1 µM. 650,000 tested, 0.13% active. AID 1259310; in the data active = normalized activity above about 1.9%;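 note: purified mutant Fbw7 with reduced substrate affinity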
Target sequence (Q969H0 whole entry, looked up): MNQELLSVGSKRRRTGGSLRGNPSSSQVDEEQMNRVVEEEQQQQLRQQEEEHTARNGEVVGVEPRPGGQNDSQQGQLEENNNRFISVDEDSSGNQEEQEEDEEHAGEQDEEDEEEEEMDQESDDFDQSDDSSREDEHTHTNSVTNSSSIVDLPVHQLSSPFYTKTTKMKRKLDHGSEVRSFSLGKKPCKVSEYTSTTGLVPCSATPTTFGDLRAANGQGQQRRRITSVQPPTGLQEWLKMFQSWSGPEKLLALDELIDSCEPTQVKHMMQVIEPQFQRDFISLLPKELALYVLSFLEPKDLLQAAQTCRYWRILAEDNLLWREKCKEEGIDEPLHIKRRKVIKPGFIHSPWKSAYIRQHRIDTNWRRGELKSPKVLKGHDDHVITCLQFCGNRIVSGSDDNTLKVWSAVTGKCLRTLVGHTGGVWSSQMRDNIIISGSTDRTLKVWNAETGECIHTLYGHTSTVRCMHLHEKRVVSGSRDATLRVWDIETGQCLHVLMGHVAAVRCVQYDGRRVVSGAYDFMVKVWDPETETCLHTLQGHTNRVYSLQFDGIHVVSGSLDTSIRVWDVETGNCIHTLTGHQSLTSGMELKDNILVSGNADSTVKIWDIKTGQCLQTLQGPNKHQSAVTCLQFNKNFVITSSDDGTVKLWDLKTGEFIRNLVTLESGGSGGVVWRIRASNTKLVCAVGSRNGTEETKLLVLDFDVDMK
The depositor's hits bear a star.

SMILES	TEAD-YAP block	GPR151 activ	MITF inh	FBW7 activator
CCOCCCNCC(O)COc1c(Cl)cccc1Cl (stereo unspecified)	52.0*	-0.6	30.5	-0.2
COc1ccc(C(c2nnnn2C2CCCC2)N2CCN(C3CCCC3)CC2)cc1OC (stereo unspecified)	3.9	-1.4	7.2	1.2
O=C(NCc1ccccc1)c1cnc(N2CCN(c3ccccn3)CC2)s1	-4.8	0.6	8.1	0.0
Oc1ccccc1C(=S)N1CCCCCC1	-16.2	-0.5	-5.6	-0.1
Cn1ncc2c(Nc3ccc(I)cc3)ncnc21	3.3	0.4	9.4	0.0
CC(C)n1cnc2c(NC3CC3)nc(Nc3cccc(N(C)C)c3)nc21	0.2	1.1	-1.4	0.0
CCOC(=O)c1ccc(NC(=O)C2CC(=O)N(CCc3ccccc3)C(=Nc3ccc(Cl)cc3)S2)cc1 (stereo unspecified)	6.9	-0.2	21.2	0.1
Cc1cccc(NC(=S)N(CCN(C)C)C(C)c2cccnc2)c1 (stereo unspecified)	-1.1	1.2	5.6	0.0
OCCCNCc1ccc(-c2ccccc2)cc1	8.7	-2.3	-4.2	-0.2
CC(O[N+](=O)[O-])c1cc2c(cc1[N+](=O)[O-])OCCO2 (stereo unspecified)	1.0	0.3	17.2	0.0
CC(=O)N1N=C2CCCCC2C1C(C)C (stereo unspecified)	-6.8	0.7	0.3	0.1
NC(=O)Cn1ccn(CCc2ccccc2)c(=O)c1=O	12.8	0.2	15.2	0.6
Cc1cnc(Nc2ccccc2)nc1NCc1ccccc1	22.5	1.1	7.6	0.7
CC(C)SC1=NN2CCCC(=O)N=C2S1	-28.5	-0.8	-6.5	0.2
COc1cccc(CNCCC2CCC(=O)N2CC2CCCCC2)c1 (stereo unspecified)	1.2	-0.9	-8.3	-0.2
COc1ccc(CCNc2nc(SCC(=O)N3CCN(c4ccccc4OC)CC3)nc3ccccc23)cc1OC	34.4*	-0.9	-0.8	0.9
COc1cc(NS(=O)(=O)c2ccc(NC(=O)c3ccc(S(=O)(=O)N4CCCCCC4)cc3)cc2)ncn1	-7.9	0.1	-4.9	0.1
Cc1nc2ccccc2n1CC(=O)N/N=C\c1ccccn1	3.0	-1.8	0.0	0.1
C/C(N)=C(/C#N)C(=O)COC(=O)c1ccccc1Br	5.0	-1.0	-2.4	-0.2
Cc1cc(C)c(C)c(S(=O)(=O)NCC2(c3cccs3)CCOCC2)c1C	8.3	-0.4	2.0	0.0
O=C1NC(=S)N(c2ccccc2F)C(=O)/C1=C/c1ccc(N2CCOCC2)o1	-8.2	-1.3	6.7	0.0
CCOC(=O)CC1=Nc2ccccc2NC(=O)C1	-0.6	2.4	12.7	0.1
Cc1c(Cl)cccc1-c1ccc(C(=O)O)o1	-5.9	-1.2	13.6	0.0
Cc1cc(C(=O)CN2C(=O)C(=O)N(Cc3ccccc3)C2=O)c(C)n1-c1ccccc1F	5.5	-1.4	5.3	-0.2
CCOc1ccccc1NC(=O)Nc1ncn(Cc2cccc(C)c2)n1	2.3	1.3	12.7	0.2

Carrying on:
SMILES	TEAD-YAP block	GPR151 activ	MITF inh	FBW7 activator
CC(=O)Oc1ccc2cc(-c3nc4ccccc4n3C)c(=O)oc2c1	-21.6	-0.6	13.2	1.0
CCOc1ccccc1/C=C1\N=C(c2cc(OC)c(OC)c(OC)c2)OC1=O	10.0	2.2	3.8	0.0
O=C(NCc1ccccc1)/C(=C\c1ccc(Cl)cc1)NC(=O)c1ccco1	3.2	-0.6	-18.2	0.7
O=C1C=C(/C=C/c2cccs2)C[C@H](c2cccs2)[C@H]1n1nnc2ccccc21	-1.7	0.5	16.7	0.0
COc1cccc(-n2nc(C(=O)N3CCCCCC3)c3ccccc3c2=O)c1	-9.0	-0.2	-0.6	-0.1
CCOC(=O)c1c(NC(=O)c2cc(OC)c(OC)c(OC)c2)sc(C(=O)Nc2cccc(Cl)c2C)c1C	-18.1	0.0	4.7	-0.1
CCc1c(C(=O)NNC(=O)Nc2ccc3c(c2)OCO3)csc1C	-13.5	1.7	4.5	0.0
O=C(/C=C/c1ccc(-c2ccccc2Cl)o1)c1ccc(F)cc1	0.6	-0.4	-19.7	0.0
COc1ccc(OC)c(S(=O)(=O)N2CCC(C(=O)N3CCCCC3)CC2)c1	-0.7	0.6	-6.3	0.3
Cc1nnc2ccc(NCCC3=CCCCC3)nn12	12.3	0.1	7.6	-0.1
CCCOc1ccc(C(=O)NCC(=O)O)cc1	2.7	0.8	-12.3	0.0
O=C(O)/C(=C\c1ccncc1)c1ccc(S(=O)(=O)N2CCCCC2)s1	1.1	-0.5	-13.0	-0.1
COc1cc(/C=C2\SC(=S)NC2=O)cc(OC)c1OC	-1.6	-0.2	11.8	-0.1
CCOc1ccc(-c2c(C#N)c(N)nc3sc(C(=O)c4ccc(OC)cc4)c(N)c23)cc1	-1.5	0.3	1.6	-0.1
CC(C)c1ccc(N(C)C(=O)c2cc3c(=O)oc4ccccc4c3s2)cc1	-8.9	-1.5	15.1	0.0
CCCCN(C)CCC(=O)Nc1ccc(OC)cc1OC	1.2	-0.5	21.4	0.0
CN(C)CCN(Cc1ccccc1)C(=O)Nc1ccc(-c2cn[nH]c2)cc1N(C)C	29.5	2.1	16.1	0.0
CCN1C(C(=O)c2ccccc2)=C(Nc2c(C)n(C)n(-c3ccccc3)c2=O)c2ccccc2S1(=O)=O	9.6	0.9	-3.4	-0.1
CC(C)NC(=O)C1CCN(S(=O)(=O)N2CCCCC2)CC1	2.9	0.9	1.6	-0.2
C/C=C/N1C(=S)NC2(O)c3ccccc3C(=O)C12O (stereo unspecified)	5.2	-0.8	14.6	0.1
O=C(CN1CCN(c2ccccc2F)CC1)Nc1ccccc1F	11.5	-0.2	0.3	0.1
Cc1ccc(Cn2c(CCC(=O)O)nc3ncccc3c2=O)cc1	-1.0	2.0	-7.1	0.0
COc1cccc(C(=O)NCCNc2nc(C)nc3sc4c(c23)CCCC4)c1	0.0	0.6	-1.9	0.0
CC1CCCC(C)N1CC(O)COCc1ccc2c(c1)OCO2 (stereo unspecified)	5.9	1.4	0.0	0.1
O=C(Nc1ccc(Br)cc1F)c1cc(S(=O)(=O)N2CCN(c3cccc(Cl)c3)CC2)ccc1F	-0.5	-0.1	15.3	0.9

Of the compounds above, these contain a COOH group.
SMILES	TEAD-YAP block	GPR151 activ	MITF inh	FBW7 activator
Cc1c(Cl)cccc1-c1ccc(C(=O)O)o1	-5.9	-1.2	13.6	0.0
CCCOc1ccc(C(=O)NCC(=O)O)cc1	2.7	0.8	-12.3	0.0
O=C(O)/C(=C\c1ccncc1)c1ccc(S(=O)(=O)N2CCCCC2)s1	1.1	-0.5	-13.0	-0.1
Cc1ccc(Cn2c(CCC(=O)O)nc3ncccc3c2=O)cc1	-1.0	2.0	-7.1	0.0

New compounds follow:
SMILES	TEAD-YAP block	GPR151 activ	MITF inh	FBW7 activator
Cc1ccc(NCC(=O)N/N=C/c2ccc(O)c(O)c2)cc1	-13.7	0.0	1.4	0.0
COC(=O)COc1ccc(/C=C2/NC(=O)N(CC(=O)Nc3cccc(C)c3)C2=O)cc1	-1.4	0.1	6.2	0.6
Cc1cc(C)cc(C(=O)N2CCc3nnc(CNC(=O)C4CCOC4)n3CC2)c1 (stereo unspecified)	5.3	1.7	-5.0	0.0
COC(=O)CNC(=O)c1c(SCc2ccccc2)cc([N+](=O)[O-])cc1[N+](=O)[O-]	3.8	-0.1	0.7	0.3
COCCNC(=O)c1ccc2c(=O)n(Cc3ccco3)c(SCc3cc(=O)n4ccccc4n3)nc2c1	2.6	1.3	9.4	0.0
Cc1c(F)cccc1NS(=O)(=O)N(C)C	5.5	-1.3	10.1	0.8
Cc1nc2ccccn2c1C(=O)Nc1cccc(O)c1	-22.3	-1.3	-3.6	-0.2
CC1CCCCC1NC(=O)C1CCN(C(=O)N2CCOc3ccc(Cl)cc32)CC1 (stereo unspecified)	3.1	-3.0	1.6	0.0
CC1(C)Cc2c(sc(NC(=O)COc3ccc(Cl)cc3Cl)c2C#N)CO1	5.6	1.0	-15.1	0.1
O=C(CN1CCSCC1)N/N=C/c1ccccc1F	-8.3	2.1	7.8	0.1
CCc1ccc(NC(=S)N(CCc2ccc(OC)c(OC)c2)Cc2ccccn2)cc1	-28.4	1.1	-1.6	-0.8
O=C(CSc1nnc(-c2ccccc2F)o1)OCc1ccccc1	2.1	-0.7	10.8	0.0
Nc1nc(-c2ccc(Cl)cc2)nn1S(=O)(=O)c1ccccc1	-6.0	-0.9	-0.8	0.1
Cc1ccc(Nc2cccccc2=O)cc1	-61.2	-0.7	17.7	0.1
CC1=CN2C(=O)NC(C(F)(F)F)(C(F)(F)F)N=C2S1	-16.6	0.1	0.9	-0.2
C=C1CCC(C2CC(=O)OC2=O)C(=O)CCC2C1CC2(C)C (stereo unspecified)	-11.4	4.5	-3.5	0.1
CCOC(=O)c1cccc(NC(=O)CSc2nc3cccnc3n2C)c1	6.7	0.3	1.7	-0.1
CS(=O)(=O)N1CCN(Cc2ccccn2)CC1	-5.5	-1.5	76.7*	-0.6
CC(=O)c1cc(CN2CCCC(CCC(=O)NCc3ccc(C)o3)C2)cs1 (stereo unspecified)	4.6	-0.2	1.1	0.1
CCN(CC)S(=O)(=O)c1cc(C)c(C)cc1C	-2.8	0.4	-20.1	0.2
COc1ccccc1/C=N/NC(=O)c1cc([N+](=O)[O-])ccc1O	-21.0	-8.7	-2.9	0.1
COC(=O)C(=O)Nc1nnc(COc2ccccc2)s1	0.0	-0.6	13.1	-0.3
O=C(c1ccccc1Cl)N(Cc1ccc(Br)cc1)N1C(=O)CCCC1=O	7.9	-0.2	-20.5	-0.1
O=C(Cn1c2ccccc2n2cc(-c3ccccc3)cc12)NCCO	-26.9	0.3	-2.4	1.0
CC(C)[C@H](NS(=O)(=O)c1ccc(Br)cc1)C(=O)NCc1ccccc1	-2.6	-0.2	2.5	0.0

Carrying on:
SMILES	TEAD-YAP block	GPR151 activ	MITF inh	FBW7 activator
CC(C)c1ccc(Nc2ncnc3c2cnn3-c2ccc(Cl)cc2)cc1	-2.2	-0.1	7.8	0.3
O=C1CC(Sc2nc(-c3ccco3)cc(C(F)(F)F)n2)C2COC1O2 (stereo unspecified)	4.8	2.2	8.2	0.1
O=C(Nc1ccc(Cl)cc1)C1(S(=O)(=O)c2ccc(Cl)cc2)CC1	9.9	-0.1	3.9	-0.1
C=CCN1C(=O)NC(=O)/C(=C\c2ccccc2OCC(=O)O)C1=O	9.0	-0.2	17.9	-0.8
CCOC(=O)C1=C(c2ccc([N+](=O)[O-])cc2)Nc2ncnn2C1c1ccc(Cl)cc1 (stereo unspecified)	5.6	-1.1	9.9	0.2
Cc1nn(C(=O)c2cccc([N+](=O)[O-])c2)c(C)c1Cl	-11.1	-0.4	-8.4	0.1
CC(=O)c1nn(-c2ccc(C)cc2)cc1C(=O)c1cccs1	-2.4	0.6	8.7	-0.2
O=C(O)CN1C(=O)C2C3C=CC(C3)C2C1=O (stereo unspecified)	-14.0	-2.7	14.5	0.0
CN(c1nc2nonc2nc1NC1CC1)C1CCOC1 (stereo unspecified)	-4.0	1.9	3.7	-0.2
Cc1cc(C(=O)NC(Cc2c[nH]c3ccccc23)C(=O)O)c(C)o1 (stereo unspecified)	-7.6	-0.4	-5.2	-0.2
COC(=O)c1ccc(NC(=O)CSc2nc(C)cc(=O)[nH]2)cc1	13.9	-2.0	-2.7	-0.1
O=C(CCS(=O)(=O)Cc1ccccc1F)NCc1ccc(F)cc1Cl	5.5	-1.6	5.5	-0.1
O=C(CNCC1CCCO1)N1CCCc2ccccc21 (stereo unspecified)	-1.4	-0.6	-8.0	0.0
Cc1cc(C(=O)C(=O)O)c(C)n1-c1cnccn1	0.7	-1.1	-2.1	0.0
NC(=S)N/N=C/c1cc2ccccc2nc1N1CCCCC1	6.9	0.4	-6.3	0.1
Cc1ccc(COc2ccc(Cl)cc2CO)cc1	-100.3	2.5	0.2	-0.1
Cc1ccc(CN[C@H]2C[C@H]3C(=O)N[C@@H](COCc4ccccc4)C(=O)N3C2)cc1	-9.5	0.3	-11.6	-0.2
COC(=O)c1nn2c(C(F)(F)F)cc(-c3ccc(OC)cc3)nc2c1Cl	10.1	-0.1	8.7	0.1
CCN1C/C(=C\c2ccsc2)C(=O)/C(=C/c2ccsc2)C1	11.5	2.2	8.4	0.4
Cc1cc2nc(N3CCN(C(=O)C4COc5ccccc5O4)CC3)sc2cc1C (stereo unspecified)	-8.9	0.4	-2.7	0.0
CN(CCc1ccccn1)Cc1c[nH]c2ccccc12	-6.1	-1.5	73.9*	0.1
O=C(Nc1ccccc1)C(Cc1ccccc1)N1Cc2ccccc2C1=O (stereo unspecified)	5.8	0.2	-5.5	-0.1
O=C(O)C/C(=C\c1ccsc1)c1nc2ccccc2s1	-1.7	-0.2	1.8	0.0
O=S(=O)(NCC(c1ccsc1)N1CCCCCC1)c1ccc2c(c1)OCCO2 (stereo unspecified)	-0.4	-0.6	2.3	0.1
O=C(C1CC(c2ccccc2O)=NO1)N(Cc1ccccc1)c1ccccc1 (stereo unspecified)	-9.8	-1.1	3.0	-0.2
O=C1c2ccccc2C(=O)N1CCSc1nnc(-c2ccncc2)n1-c1ccccc1	-3.8	-0.5	1.3	-0.1
CCc1ccccc1NC(=O)C(=O)NCC1CCCCC1	1.5	1.2	-15.2	0.0
CN1CCN(C(=O)c2cc(-c3cccs3)n(CC(=O)N3CCC(O)CC3)n2)CC1	-3.0	-0.3	9.5	0.8

Complete entries as entered above. Order of screens: TEAD-YAP block, GPR151 activ, MITF inh, FBW7 activator
O=C(CNCC1CCCO1)N1CCCc2ccccc21 (stereo unspecified) is listed with -1.4, -0.6, -8.0, 0.0
CCOC(=O)C1=C(c2ccc([N+](=O)[O-])cc2)Nc2ncnn2C1c1ccc(Cl)cc1 (stereo unspecified) is listed with 5.6, -1.1, 9.9, 0.2

Screening data deposited in PubChem by The Scripps Research Institute Molecular Screening Center.
